High-throughput results (PubChem)
SENP8 inh = SENP8 protease inhibitors, primary screen, biochemical, luminescence; Sentrin-specific protease 8 (Homo sapiens), Q96LD8; purified SENP8, Z-RLRGG-aminoluciferin cleavage; inhibition, % at 10 µM; hit rate 1.2% among 330,000; AID 2540, 2010
CCR6 antagonist = CCR6 receptor antagonists, primary screen, cell-based, CHO-K1, luminescence, beta-arrestin, uHTS; inhibition, % at 20 µM; CHO-K1 CCR6 PathHunter beta-arrestin, CCL20-stimulated; hit rate 0.49% among 340,000; C-C chemokine receptor type 6 (Homo sapiens), P51684; AID 493098, 2011;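 active = compounds whose inhibition of the agonist-driven luminescence signal at 20 µM reaches about 50%, limit read from the data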;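 also: cells stimulated with CCL20 at 14 nM final; plate controls were DMSO with CCL20 for no effect and DMSO without agonist for full effect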
Target sequence (P51684 whole entry, looked up): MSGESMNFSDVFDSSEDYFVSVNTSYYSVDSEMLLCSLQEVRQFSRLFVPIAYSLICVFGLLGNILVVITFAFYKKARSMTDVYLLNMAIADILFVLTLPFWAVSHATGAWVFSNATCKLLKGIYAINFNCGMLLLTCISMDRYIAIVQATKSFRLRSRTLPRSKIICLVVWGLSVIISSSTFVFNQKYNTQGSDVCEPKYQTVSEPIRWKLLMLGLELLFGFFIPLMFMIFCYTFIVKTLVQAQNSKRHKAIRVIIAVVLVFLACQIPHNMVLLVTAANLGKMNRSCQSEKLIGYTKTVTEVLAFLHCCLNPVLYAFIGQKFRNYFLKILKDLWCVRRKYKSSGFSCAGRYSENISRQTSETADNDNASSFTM
697 NFkB inh = inhibitors of PMA/ionomycin-induced NF-kB reporter, 697 cells, primary screen, B-cell NF-kB inhibitor project, cell-based, luminescence, uHTS; 697 B-cell NF-kB luciferase reporter, 16 h; inhibition, % at 4 µM; hit rate 0.33% among 330,000; AID 435022, 2010; in the data active = inhibition above about 35%
Gli-Sufu antag = Gli-Sufu pathway antagonists, primary screen, luciferase luminescence, Sufu-KO-LIGHT cells, uHTS | Sufu-KO-LIGHT fibroblasts, Gli luciferase reporter luminescence | inhibition, % at 5 µM | hit rate 0.74% among 340,000 | AID 588413, 2011;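 active = inhibition above about 55%, limit read from the data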;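 also: 0% = DMSO-treated cells and 100% = wells with medium but no cells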
EBI2 block = EBI2 receptor antagonists, beta-arrestin recruitment, primary screen, cell-based, luminescence, 7a,25-OHC stimulation, uHTS | hit rate 0.81% among 360,000 | inhibition, % at 5 µM | 7a,25-OHC stimulated | AID 651636, 2012 | G-protein coupled receptor 183 (Homo sapiens), P32249; in the data active = inhibition above about 38%;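 also: enzyme fragment complementation signal reports receptor beta-arrestin coupling in cells; 0% = agonist plus DMSO wells and 100% = wells without agonist; some results beyond the cut were filed as inactive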
Target sequence (P32249 whole entry, looked up, the tested form may be a part): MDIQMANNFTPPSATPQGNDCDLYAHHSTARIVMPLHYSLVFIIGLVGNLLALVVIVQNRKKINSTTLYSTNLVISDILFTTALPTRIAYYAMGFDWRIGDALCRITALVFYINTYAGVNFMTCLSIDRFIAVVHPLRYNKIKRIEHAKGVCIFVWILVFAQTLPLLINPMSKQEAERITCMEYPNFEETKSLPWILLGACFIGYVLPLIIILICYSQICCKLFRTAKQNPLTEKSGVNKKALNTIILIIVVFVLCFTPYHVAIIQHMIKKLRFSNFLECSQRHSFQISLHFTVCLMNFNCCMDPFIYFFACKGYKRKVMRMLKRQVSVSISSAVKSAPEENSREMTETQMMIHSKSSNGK
UBC13 polyUb = UBC13 polyubiquitin chain formation inhibitors, primary screen, biochemical, TR-FRET, uHTS; inhibition, % at 20 µM; hit rate 0.47% among 330,000; AID 485273, 2010; Ubiquitin-conjugating enzyme E2 N (Homo sapiens), P61088; in the data active = inhibition above about 45%, passing the limit was not always enough
Target sequence (P61088 whole entry, looked up): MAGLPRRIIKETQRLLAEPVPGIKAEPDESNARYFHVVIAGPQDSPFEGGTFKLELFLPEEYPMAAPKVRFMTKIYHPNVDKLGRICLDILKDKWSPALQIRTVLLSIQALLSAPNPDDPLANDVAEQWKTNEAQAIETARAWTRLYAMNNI
Apaf1 inhib = inhibitors of human Apaf-1 apoptosome, primary screen, biochemical, DEVD-Rh110 fluorescence, uHTS; Apoptotic protease-activating factor 1 (Homo sapiens), O14727; reconstituted apoptosome caspase-3 activity; inhibition, % at 20 µM; hit rate 0.71% among 330,000; active = inhibition of at least 40% at 20 µM;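 also: plate controls were DMSO wells for no effect and DEVD-CHO caspase inhibitor wells for full effect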
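Material: reconstituted apoptosome with Apaf-1, cytochrome c, caspase-9, procaspase-3, dATP / Buffer or medium: pH 7.5 Hepes buffer with CHAPS, BSA, DTT / Also added: cytochrome c with DEVD-Rh110 / Schedule: compound with Apaf-1, dATP, procaspase-3 30 min, then 50 min reaction, room temperature / Technique: rhodamine 110 fluorescence at Ex 480/Em 540 nm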
Jurkat NFkB inh = inhibitors of induced NF-kB luciferase reporter, primary screen, TCR NF-kB activation inhibitor project, cell-based, luminescence, uHTS. Jurkat, PMA/ionomycin-induced NF-kB luciferase reporter. inhibition, % at 4 µM. hit rate 0.53% among 330,000. AID 435003, 2010
The depositor's hits bear a star; . = not tested or not shown. Rule as the data show it, unless noted: active = inhibition above about 50%; inactive = the rest.

The first 15 records (preview)
SMILES	SENP8 inh	CCR6 antagonist	697 NFkB inh	Gli-Sufu antag	EBI2 block	UBC13 polyUb	Apaf1 inhib	Jurkat NFkB inh
Cc1ccnc(N2CCN(C(=O)CSc3nc4ccccc4nc3N3CCCCC3)CC2)c1	1	-6	3	10	15	10	22	14
CC(=O)N1CCN(C(=O)CNC(=O)c2cccs2)CC1	7	10	14	-3	-15	9	-3	-7
Cn1nnnc1SCC(=O)NC(=O)NCc1ccccc1	-3	-6	-5	2	0	-4	-1	-2
O=C(CNC(=O)C(c1ccccc1)c1ccccc1)N/N=C\c1cccc(O)c1	-6	10	22	-2	4	-5	5	4
Cc1nn(-c2ccccc2)c(N)c1C1(O)C(=O)Nc2ccccc21 (stereo not drawn)	-2	0	-10	-4	16	11	-16	-3
CCN(C1CCCCC1)S(=O)(=O)CCNC(=O)c1ccccc1	9	16	-5	-10	-17	-6	2	7
COc1cc(-c2nnc(COC(=O)c3cc(C)no3)o2)cc(OC)c1OC	2	-6	7	-1	5	1	-4	-2
Cc1cc(NC(=O)CSCC(=O)N(C)Cc2ccc(Cl)c(Cl)c2)no1	0	-14	10	6	11	27	32	-7
S=C(NCCc1ccccc1)N1CCN(C23CC4CC(CC(C4)C2)C3)CC1	3	-3	-21	19	-15	15	11	6
CCc1nc(N2CCN(Cc3ccc4c(c3)OCO4)CC2)c2oc3ccccc3c2n1	-1	15	13	4	35	8	19	17
O=C(O)C1CSC2(c3ccc(F)cc3)CCC(=O)N12 (stereo not drawn)	6	5	-11	-6	-4	-6	-1	-9
Cc1cc(C)n(C(N)=NC(=O)c2ccc([N+](=O)[O-])cc2)n1	-8	-17	-72	9	-9	-1	-3	-62
CC/C(=N\NC(=O)CSCc1ccccc1Cl)c1ccc2c(c1)OCCO2	1	11	-3	7	-8	6	24	-3
Nc1ncnc2c1ncn2[C@@H]1O[C@H](CNC(=O)[C@@H](N)CO)[C@@H](O)[C@H]1O	.	17	5	-7	-2	.	2	.
COCCNC(=O)c1cc(-c2ccccc2)n(CC2CC(c3ccc(OC)cc3)=NO2)n1 (stereo not drawn)	-6	-6	11	-12	9	-1	0	-4

The whole of this part, repeating the preview:
SMILES	SENP8 inh	CCR6 antagonist	697 NFkB inh	Gli-Sufu antag	EBI2 block	UBC13 polyUb	Apaf1 inhib	Jurkat NFkB inh
Cc1ccnc(N2CCN(C(=O)CSc3nc4ccccc4nc3N3CCCCC3)CC2)c1	1	-6	3	10	15	10	22	14
CC(=O)N1CCN(C(=O)CNC(=O)c2cccs2)CC1	7	10	14	-3	-15	9	-3	-7
Cn1nnnc1SCC(=O)NC(=O)NCc1ccccc1	-3	-6	-5	2	0	-4	-1	-2
O=C(CNC(=O)C(c1ccccc1)c1ccccc1)N/N=C\c1cccc(O)c1	-6	10	22	-2	4	-5	5	4
Cc1nn(-c2ccccc2)c(N)c1C1(O)C(=O)Nc2ccccc21 (stereo not drawn)	-2	0	-10	-4	16	11	-16	-3
CCN(C1CCCCC1)S(=O)(=O)CCNC(=O)c1ccccc1	9	16	-5	-10	-17	-6	2	7
COc1cc(-c2nnc(COC(=O)c3cc(C)no3)o2)cc(OC)c1OC	2	-6	7	-1	5	1	-4	-2
Cc1cc(NC(=O)CSCC(=O)N(C)Cc2ccc(Cl)c(Cl)c2)no1	0	-14	10	6	11	27	32	-7
S=C(NCCc1ccccc1)N1CCN(C23CC4CC(CC(C4)C2)C3)CC1	3	-3	-21	19	-15	15	11	6
CCc1nc(N2CCN(Cc3ccc4c(c3)OCO4)CC2)c2oc3ccccc3c2n1	-1	15	13	4	35	8	19	17
O=C(O)C1CSC2(c3ccc(F)cc3)CCC(=O)N12 (stereo not drawn)	6	5	-11	-6	-4	-6	-1	-9
Cc1cc(C)n(C(N)=NC(=O)c2ccc([N+](=O)[O-])cc2)n1	-8	-17	-72	9	-9	-1	-3	-62
CC/C(=N\NC(=O)CSCc1ccccc1Cl)c1ccc2c(c1)OCCO2	1	11	-3	7	-8	6	24	-3
Nc1ncnc2c1ncn2[C@@H]1O[C@H](CNC(=O)[C@@H](N)CO)[C@@H](O)[C@H]1O	.	17	5	-7	-2	.	2	.
COCCNC(=O)c1cc(-c2ccccc2)n(CC2CC(c3ccc(OC)cc3)=NO2)n1 (stereo not drawn)	-6	-6	11	-12	9	-1	0	-4
Cc1oc(-c2nc3ccccc3n2C)cc1C(=O)c1ccccc1	85*	27	-211	-96	6	-1	18	-128
CC(O)[C@H]1CNC(=O)C(=O)N1CCC12CC3CC(CC(C3)C1)C2 (stereo partly drawn)	-3	-2	21	0	6	-1	-3	19
CC(C)CC(=O)Nc1ccc(Oc2ccc3c(c2)C(=O)NC3=O)cc1	-5	2	15	-8	-1	-5	0	10
COc1cccc(/C=N/n2c(=S)n(C)c3ccccc32)c1OC	3	20	3	-4	36	4	14	-5
Cc1ccc(C(CNS(=O)(=O)c2ccc(C)cc2)N2CCN(C)CC2)cc1 (stereo not drawn)	9	11	18	8	-1	-1	4	14
OCC#CCSc1nnc(-c2cccc3ccccc23)o1	-11	14	-11	0	6	-10	2	-1
CC1CN(S(=O)(=O)c2ccc(F)cc2)CN1C(=O)N1CCOCC1 (stereo not drawn)	4	-3	13	-11	-5	5	-5	18
CCC(=O)c1cn(CC(=O)Nc2cccc(C)c2C)c2ccccc12	11	3	15	73*	7	-3	3	8
COc1cccc(-c2noc(C3CCCN(C(=O)CC(C)(C)C)C3)n2)c1 (stereo not drawn)	-8	2	-4	-34	10	3	7	-24
CC(C)(C)n1nc2c(c1NC(=O)c1cc3ccccc3o1)CS(=O)(=O)C2	2	2	9	-7	-1	0	1	-12
COC(=O)Cc1cc(=O)n(-c2ccccc2)[nH]1	10	10	-7	0	-9	-6	-1	-7
CCN(CC)S(=O)(=O)c1ccc(OC)c(NC(=O)Cc2cccs2)c1	0	9	9	-9	1	-4	5	11
O=C(Cc1ccccc1[N+](=O)[O-])Nc1ccc2c(c1)OCCO2	-7	0	-19	-24	-5	15	-10	-26
COc1ccccc1CN1CCN(Cc2nc(-c3cccs3)no2)CC1	-3	10	3	10	3	7	-10	-14
CCC1CCCCN1C(=O)c1sc2ncnc(N(CC)CC)c2c1C (stereo not drawn)	0	20	-3	8	-5	-1	0	-8
COCC1CCCN(Cc2cn(-c3ccccc3F)nc2-c2cc(C)sc2C)C1 (stereo not drawn)	7	23	-5	-1	-8	8	-14	9
CC1(C)OC(=O)C=C(CC2NS(=O)(=O)OC3CCCCC23)O1 (stereo not drawn)	-3	-6	7	-7	-7	2	-8	17
CC1CCC(NC(=O)c2ccc(NC(=O)CC3SC(N4CCCC4)=NC3=O)cc2)CC1 (stereo not drawn)	-7	0	-119	-72	-12	2	4	-91
COCCNS(=O)(=O)c1cc(OC)c(C)cc1C	2	-5	10	0	-3	4	-3	5
CC1CCc2c(nc3ncnn3c2N2CC(C)OC(C)C2)C1 (stereo not drawn)	-10	8	8	1	-9	-9	7	-6
Cc1ccc(/C(O)=C2/C(=O)C(=O)N(Cc3ccco3)C2c2cccs2)cc1 (stereo not drawn)	-16	-23	-29	-6	-3	-10	-1	-15
COc1ccc(CCN(C)C(=O)c2ccc(OCC(=O)N3CCOCC3)c(OC)c2)cc1OC	-6	7	-1	-2	-4	-1	1	-2
CCOC(=O)C(OC(=O)c1sc(=S)n(C)c1C)C(C)=O (stereo not drawn)	7	17	30	-4	4	-5	-9	9
O=C(O)CN1C(=O)C2C3C=CC(C3)C2C1=O (stereo not drawn)	0	7	22	9	-7	-7	7	10
CC(=O)Oc1ccc(-c2csc(Nc3ccc(S(N)(=O)=O)cc3)n2)cc1	4	-1	10	14	-4	-3	-11	-4
O=C(O)C1CC(=O)N(c2ccc3c(c2)OCCO3)C1 (stereo not drawn)	-4	0	-12	-2	2	-2	-28	4
COc1ccc(CCn2cc(C#N)c(=O)[nH]c2=O)cc1OC	5	-2	1	-1	-6	-1	3	-6
CC(=O)N1CCC(N(CCCOC(C)C)S(=O)(=O)c2ccc([N+](=O)[O-])cc2)CC1	-8	-13	-2	8	1	-4	13	-13
Cc1sc2ncnc(N3CCC(C(=O)Nc4ccc(Br)cc4Br)CC3)c2c1C	7	-6	11	7	0	-4	12	17
COc1ccccc1CC(=O)OC(C)C(=O)Nc1ccc(S(=O)(=O)N2CCCCC2)cc1 (stereo not drawn)	-9	5	15	-3	-1	-7	5	-3
CCOCCn1c(=NC(=O)/C=C/c2ccccc2Cl)sc2cc(NC(C)=O)ccc21	0	19	6	-1	6	-7	11	1
COc1ccc([C@@H]2CC=C(C(=O)O)CN2S(=O)(=O)c2ccc(Cl)cc2)cc1	-5	4	15	-3	-4	-8	4	9
Cc1c(Cl)cccc1NC(=O)CCN1CCCCC1	1	-6	-6	-1	-6	-4	5	-11
COCCNC(=O)CN(c1cccc(OC)c1)S(=O)(=O)c1ccc(C)cc1	-5	-13	2	1	-1	7	57*	4
CCc1ccc(C(CNc2nc(C(F)(F)F)nc3ccccc23)N(C)C)cc1 (stereo not drawn)	-9	6	-3	41	-30	5	22	9
Cc1ccc(S(=O)(=O)N2CCN(c3ccc(N4CCOCC4)nn3)CC2)cc1[N+](=O)[O-]	6	0	8	5	-13	-1	7	2
O=C(CCCn1c(=O)oc2ccccc21)N1CCN(c2ccc(F)cc2)CC1	-3	12	1	-1	4	20	-14	5
C[C@H]1CN([C@@H](C)CO)C(=O)c2cc(NS(=O)(=O)c3ccc(F)cc3)ccc2O[C@H]1CN(C)S(=O)(=O)c1cn(C)cn1	-1	12	-1	.	7	-3	14	0
O=[N+]([O-])c1ccc(N2CCN(CCO)CC2)c2ncccc12	0	-3	2	-1	1	-30	8	-6
O=C(O)CCc1nnc(SCC(=O)Nc2cccc(C(F)(F)F)c2)[nH]c1=O	0	-12	15	13	3	-7	8	-1
O=C(O)/C=C/c1cn(-c2ccccc2)nc1-c1cccc([N+](=O)[O-])c1	-16	4	-4	-1	0	-2	-4	-10
O=C1c2ccccc2NC(c2ccc(-c3cccs3)o2)N1O (stereo not drawn)	13	12	-146	-75	3	16	0	-124
CCS(CC)=NS(=O)(=O)c1ccc(NC(C)=O)cc1	4	2	13	0	-1	2	-16	9
COc1ccc(CCC(C)NC2CCCCCCC2)cc1 (stereo not drawn)	-3	-2	-20	17	10	11	-15	-10
Cc1cccc(NS(=O)(=O)c2ccc(C)c(C(=O)NCCCN3CCOCC3)c2)c1	-9	-1	-15	-7	-19	5	0	-2
Next results follow:
SMILES	SENP8 inh	CCR6 antagonist	697 NFkB inh	Gli-Sufu antag	EBI2 block	UBC13 polyUb	Apaf1 inhib	Jurkat NFkB inh
Cc1cccc(OCCC(=O)NCC(=O)Nc2c(C)cccc2C)c1	2	14	14	-1	-4	1	-2	5
O=C(CCc1ccccc1)N=C1SC2CS(=O)(=O)CC2N1c1ccccc1F (stereo not drawn)	-13	-8	-13	8	-12	0	8	5
Cc1ccc(NC(=O)CN2CCOCC2)cc1C	-4	0	2	-30	-12	0	-13	2
O=C(COc1ccccc1)NC1CCSC1=O (stereo not drawn)	-1	-6	9	-11	-4	-2	-13	2

Two of the compounds above, with values under each structure.
Order of results: SENP8 inh | CCR6 antagonist | 697 NFkB inh | Gli-Sufu antag | EBI2 block | UBC13 polyUb | Apaf1 inhib | Jurkat NFkB inh
- O=C(CCc1ccccc1)N=C1SC2CS(=O)(=O)CC2N1c1ccccc1F (stereo not drawn)
    -13 | -8 | -13 | 8 | -12 | 0 | 8 | 5
- Cc1cc(C)n(C(N)=NC(=O)c2ccc([N+](=O)[O-])cc2)n1
    -8 | -17 | -72 | 9 | -9 | -1 | -3 | -62

Some of the compounds tested. The share of hits here may be higher or lower than overall.
